# HTRA1 inh = blocks human HTRA1 serine peptidase; recombinant HTRA1, FP-rhodamine activity-based probe, fluorescence polarization; inhibition, % at 5.96 µM; 340,000 tested, 0.5% active; AID 504803; in the data active means inhibition above about 36%;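 further: 0% = enzyme with DMSO and 100% = wells lacking enzyme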
# Tn7 DDE FP = disrupts Tn7 cyclic peptide binding to fibrin D-Dimer-E complex. FP displacement of FITC-Tn7 peptide from fibrin DD(E); 0% = median of compound wells per plate. inhibition, % at 8.3 µM. P02675. AID 720508. 370,000 tested, 0.13% active;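 active means inhibition above the mean of compounds falling within the control limits plus 3 SD of them, cut at about 14% in these data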;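 further: 0% = plate median of compound wells and 100% = 10 µM Aha-Tn7 peptide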
#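 Assay system: human fibrin DD(E). Input: DD(E) 2 µM final. Medium: Tris buffer with calcium and detergent, pH 7.8. Compound dosing: single point at 8.3 µM. Timing: 10 min plus 3 h, room temperature. Technique: fluorescence polarization of the labelled Tn7 tracer. Read-out: percent inhibition. Replicates: singlicate testing.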
# PG9 Ab binder = small molecules binding HIV-1 gp120 antibody PG9; TR-FRET gp120-PG9 antibody binding; inhibition, % at 6.7 µM; 360,000 tested, 0.43% active; AID 624416; in the data active means inhibition above about 8.5%
# UHRF1 binding = UHRF1 methyl-DNA binding inhibition. Q96T88. UHRF1 binding to methylated oligo, TR-FRET. inhibition, % at 4.4 µM. 370,000 tested, 0.75% active; in the data active means inhibition above about 21%;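 further: UHRF1 SRA domain binding a hemimethylated CpG hairpin DNA probe; 0% = median of test compound wells and 100% = reference inhibitor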
# TCR-CD3 inh = blocks the human TCR-CD3 interaction | TAMRA-labeled TCR probe fluorescence, biochemical | inhibition, % at 9.4 µM | 360,000 tested, 0.37% active | AID 651800; in the data active means inhibition above about 19%;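 further: recombinant mutant TCR 2C K166C tagged with TAMRA read by polarization; 0% = receptor in buffer alone and 100% = receptor with positive control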
# TDP2 absorb = TDP2 (human) inhibition, absorbance primary screen; O95551; recombinant TDP2, T5PNP hydrolysis, p-nitrophenol absorbance 415 nm; inhibition, % at 12.8 µM; 370,000 tested, 0.34% active;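 active means inhibition above the mean of all tested compounds plus 3 SD, set per campaign, cut at about 25% in these data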;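 further: 0% = DMSO with enzyme and 100% = buffer with substrate but no TDP2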
#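 Test system: human TDP2 enzyme; Input: 120 nM TDP2 per well; Buffer or medium: Mg2+-containing Tris-HCl buffer, pH 7.5; Reagent: 5 mM T5PNP; Dosing: 12.8 µM single point, 1% DMSO; Incubation: reaction 2 h, 37 °C; Detection: p-Nitrophenol epi absorbance; Read-out: % inhibition relative to enzyme-containing and enzyme-free wells; Replicates: single well per compound.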
# SIAE primary = blocks human sialic acid acetylesterase. Q9HAT2. inhibition, % at 9.66 µM. AID 1053197. SIAE FP-Rh probe binding, fluorescence polarization. 370,000 tested, 0.69% active;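 active means inhibition above a cutoff: mean of compounds within the control limits plus 3 SD of those, cut at about 17% in these data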;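 further: 0% = plate median of compound wells and 100% = probe without SIAE protein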
# Target sequence (Q9HAT2 whole entry, looked up): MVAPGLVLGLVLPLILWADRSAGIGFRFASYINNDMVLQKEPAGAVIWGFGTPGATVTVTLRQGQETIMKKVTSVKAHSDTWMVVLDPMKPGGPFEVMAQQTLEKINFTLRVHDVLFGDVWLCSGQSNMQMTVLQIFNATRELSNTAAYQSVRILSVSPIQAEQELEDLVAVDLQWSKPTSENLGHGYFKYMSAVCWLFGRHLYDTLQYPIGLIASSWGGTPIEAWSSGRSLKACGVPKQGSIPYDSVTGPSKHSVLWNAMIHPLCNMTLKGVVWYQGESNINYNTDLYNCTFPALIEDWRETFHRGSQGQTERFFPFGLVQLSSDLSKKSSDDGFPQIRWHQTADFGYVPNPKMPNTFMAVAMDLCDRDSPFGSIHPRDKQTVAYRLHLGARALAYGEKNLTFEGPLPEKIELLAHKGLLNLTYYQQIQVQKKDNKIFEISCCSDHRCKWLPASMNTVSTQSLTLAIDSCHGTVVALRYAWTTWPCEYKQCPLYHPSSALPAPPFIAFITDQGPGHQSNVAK
# LEDGF integ inh = blocks HIV-1 LEDGF/p75-dependent DNA integration. inhibition, % at 3.7 µM. 370,000 tested, 0.64% active. TR-FRET IN-LEDGF/p75 DNA integration, Eu/Cy5;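 active means inhibition above the screen-wide mean plus 3 SD, cut at about 13% in these data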;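 further: signal is the Cy5 over europium emission ratio at 671 and 618 nm; 0% = plate median of compound wells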
# PRMT1 inh = PRMT1 (human) inhibition, primary screen. Q99873. recombinant PRMT1, activity-based probe fluorescence polarization. inhibition, % at 2.79 µM. 370,000 tested, 1.3% active. AID 652257;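 active means inhibition above about 21% made by adding two undisclosed values, limit read from the data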
# Target sequence (Q99873 whole entry, looked up): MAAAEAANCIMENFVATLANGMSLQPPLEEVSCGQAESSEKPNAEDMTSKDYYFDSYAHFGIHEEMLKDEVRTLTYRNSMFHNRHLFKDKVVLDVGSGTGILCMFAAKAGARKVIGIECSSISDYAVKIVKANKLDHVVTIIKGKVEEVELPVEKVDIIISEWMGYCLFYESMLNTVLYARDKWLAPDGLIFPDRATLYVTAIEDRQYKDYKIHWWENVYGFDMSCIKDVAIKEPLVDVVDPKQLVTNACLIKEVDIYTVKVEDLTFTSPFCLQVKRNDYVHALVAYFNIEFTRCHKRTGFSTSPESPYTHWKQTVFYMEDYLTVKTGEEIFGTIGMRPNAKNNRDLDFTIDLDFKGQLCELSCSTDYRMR
# mABHD4 FP = inhibitors of mouse ABHD4; Q8VD66; purified mABHD4, FP-Rh probe fluorescence polarization; inhibition, % at 8.92 µM; 370,000 tested, 0.54% active; AID 720543;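 active means inhibition exceeding the mean over every tested compound plus 3 SD, cut at about 30% in these data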;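 further: 0% = plate median of compound wells and 100% = S159A mutant with DMSO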
#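 Test system: mouse ABHD4 enzyme, wild type. Reagent: FP-Rh fluorescent activity-based probe, added after compound pre-incubation. Timing: pre-incubation 45 min, probe exposure 60 min, at 25 °C. Technique: FP readout, ex 525 nm / em 598 nm. Benchmarks: high control S159A mutant with DMSO, low control median of compound wells.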
# Numbers without * were called inactive; · = no result given. Compounds were not picked by outcome; any-hit rate near 4.2%.
nr	SMILES	SIAE primary	LEDGF integ inh	Tn7 DDE FP	PG9 Ab binder	mABHD4 FP	TDP2 absorb	TCR-CD3 inh	HTRA1 inh	UHRF1 binding	PRMT1 inh
1	CCOC(=O)N1CCN(C(=O)CN(C2CCCCC2)S(=O)(=O)c2ccc(Cl)cc2)CC1	-4	-4	5	0.9	6	-12	-5	-24	1	0
2	CCc1ccc(-c2ccc(SCC(=O)NC3CCCC3)nn2)cc1	4	3	-8	-0.5	-6	-15	-6	-4	2	-2
3	O=C(c1ccsc1)N1CCCC(N2CCN(c3cccc(C(F)(F)F)c3)CC2)C1 (centres undefined)	2	-3	0	0.4	-2	9	-1	-2	4	2
4	O=C(Nc1ccc(Cl)cc1)NC1CCCCC1	0	-1	-3	0.8	4	5	1	-4	0	-2
5	O=C(c1ccc([N+](=O)[O-])o1)N1CCc2ccccc21	5	0	-1	-0.7	2	12	3	-4	-4	4
6	CCC(CC)C(=O)NCCc1cc2c(OC)ccc(OC)c2[nH]c1=O	0	-7	-8	-1.0	-3	6	-5	0	2	1
7	Cc1ccnc(NC(=O)C2CC(=O)N(c3ccc4c(c3)OCCO4)C2)c1 (centres undefined)	-1	1	0	-3.5	-3	4	10	-2	0	-3
8	CN(c1ccccc1)S(=O)(=O)c1cc(C(=O)N2CCN(c3ccccn3)CC2)ccc1Cl	-2	-3	7	1.0	-1	2	7	-5	4	-4
9	COc1ccc(C2C(C(N)=O)=C(C)Nc3nc(-c4cccc(Cl)c4)nn32)cc1OC (centres undefined)	-5	-1	-7	-1.6	-8	-3	5	-4	-1	1
10	CS(=O)(=O)Nc1nnc(SCC(=O)Nc2cccc([N+](=O)[O-])c2)s1	-2	-4	0	0.3	0	-5	10	-4	1	5
11	Clc1ccc2nc3ccccn3c2c1	-2	-1	-3	-0.7	-5	-11	-3	-13	-5	3
12	CCc1ccc(OCc2nnc(SCC(=O)N3CCOCC3)o2)cc1	2	3	2	1.1	0	8	-6	1	-1	6
13	COC(=O)[C@H](CC(C)C)N1Cc2cc(OC)cc(OC)c2-c2ccccc2S1(=O)=O	0	1	7	0.5	-3	6	5	-9	-2	-1
14	COc1ccc(OCC(=O)Nc2ccc(S(=O)(=O)Nc3nc(C)cc(C)n3)cc2)cc1	-7	3	8	-1.4	4	8	3	-1	-2	-2
15	COc1ccc([N+](=O)[O-])cc1N(CC(=O)Nc1ccccc1C(=O)N1CCOCC1)S(C)(=O)=O	5	-2	3	-1.9	2	-3	6	5	-1	-2
16	COc1ccc([C@H]2CC(=O)C=C(c3ccc(C(F)(F)F)c(C(F)(F)F)c3)C2)cc1OC	6	3	-3	0.5	-1	5	8	7	1	-3
17	CCOC(=O)c1cnc2c([N+](=O)[O-])cnn2c1C	-2	-2	-6	-1.9	7	-5	-2	11	1	3
18	Cc1noc(C)c1C(=O)NCc1ccco1	-1	1	0	-1.1	2	-5	1	5	1	-1
19	COCCNC(=O)C(c1ccc(F)cc1)N(C(=O)CCC(=O)Nc1ccccn1)C1CCCCC1 (centres undefined)	7	1	2	-1.1	1	3	1	2	0	-2
20	O=C(NC1CCN(Cc2ccccc2)CC1)c1cccc(S(=O)(=O)Nc2ccc(Br)cc2)c1	-7	-2	-4	-0.3	4	-1	-8	-8	-2	-1
21	O=C(Nc1ccc(Oc2ccc(NC(=O)C3CCCO3)cc2)cc1)C1CCCO1 (centres undefined)	2	-1	0	0.0	5	8	-11	-1	7	5
22	CC(CCc1ccccc1)NC(=O)CN1CCOc2ccccc21 (centres undefined)	5	-2	-4	-1.5	14	0	-3	5	-4	3
23	C1CCCN(CCCCN2CCCCCC2)CC1	-1	-1	6	0.0	-5	2	0	-1	0	-5
24	COc1ccc(/C=N\NC(=O)c2ccc(=O)[nH]n2)cc1O	3	-1	-1	-3.0	2	6	1	1	-4	-4
25	O=C1CCCN1CC(O)CS(=O)(=O)Cc1ccc(Cl)c(Cl)c1 (centres undefined)	-6	-1	-1	-0.1	-11	-17	-2	1	4	4

# Continuation.
nr	SMILES	SIAE primary	LEDGF integ inh	Tn7 DDE FP	PG9 Ab binder	mABHD4 FP	TDP2 absorb	TCR-CD3 inh	HTRA1 inh	UHRF1 binding	PRMT1 inh
26	CCOc1ccc(NC(=O)NC23CC4CC(CC(C4)C2)C3)cc1	-2	-2	7	-1.4	1	-13	1	-14	1	-2
27	Cc1cc(C(F)F)n2ncc(C(=O)NCc3ccccc3)c2n1	-9	4	2	-2.5	-6	-9	5	-9	0	-3
28	CC(C)NC(=O)c1onc(CSc2ccc(F)cc2)c1C(=O)O	-2	-2	-5	-1.7	3	-11	3	-4	1	0
29	O=C1N/C(=N\N=C\c2cccs2)SC1Cc1cccc(Cl)c1Cl (centres undefined)	-1	-3	1	0.2	-1	-9	-5	8	6	2
30	CCc1nn2c(NCCOC)cc(C)nc2c1-c1ccc(F)cc1	-2	-1	2	1.6	-2	4	3	-4	-2	-2
31	O=C(C1CC1)N1CCc2cc(Br)cc(S(=O)(=O)NCC3COc4ccccc4O3)c21 (centres undefined)	-8	-1	-2	-0.8	0	-2	3	-4	-1	0
32	COc1cccc(CN2CCNC(=O)C2CC(=O)N(C)CCC2CCOCC2)c1OC (centres undefined)	1	0	9	-2.5	-1	12	3	-3	-2	-6
33	O=C(CSc1ccccn1)c1ccc2c(c1)OCO2	-1	-3	1	0.1	5	2	-3	3	-2	3
34	O=C(c1ccc(S(=O)(=O)N2CCCC2)cc1)N1CCN(S(=O)(=O)c2cccc(F)c2)CC1	-4	0	1	-1.7	0	-2	6	0	0	-6
35	Cc1[nH]c(C)c(S(=O)(=O)N2CCCCC2)c1C(=O)N1CCCCC1	2	0	4	-0.9	0	-16	-1	1	-1	-2
36	CN(C)c1ccc(N=Nc2ccc3ncccc3c2)cc1	-1	-1	2	-6.2	7	0	4	13	-3	15
37	O=C(CCn1c(=S)oc2ccccc21)N1CCCCC1	1	-2	8	-0.2	1	0	-1	1	-1	2
38	COCCCNC(=O)c1cc2c(=O)n3cccc(C)c3nc2n(C(C)C)c1=N	3	4	-1	-0.6	-2	12	1	0	22*	1
39	CC1CCCC(NC(=O)C2CCC(CNc3c(N4CCCCC4)c(=O)c3=O)CC2)C1C (centres undefined)	3	-3	3	-1.1	9	-1	-7	3	3	2
40	COc1ccnc(Oc2ccc(Cl)cc2)c1C#N	-2	4	-1	-3.5	2	4	1	5	-2	-3
41	O=C(c1ccc2c(c1)OCO2)N1CCC(Cc2ccccc2)CC1	-8	-3	1	1.1	-3	-7	-4	-2	0	4
42	CCCCn1c(=NC(=O)c2cccnc2)c(C#N)cc2c(=O)n3cccc(C)c3nc21	0	1	2	1.0	0	10	-3	4	-6	9
43	COc1cc(OC)cc(C(=O)NCC(=O)NC(C)CCc2ccccc2)c1 (centres undefined)	3	-2	-5	-1.4	-1	-5	0	-1	-3	-11
44	CCCn1c(C)nc2cc(Cl)c(N3CCN(c4nc(-c5ccc(C)cc5)cs4)CC3)cc21	5	-3	2	-1.9	5	-4	2	-29	-4	-2
45	FC(F)(F)c1nc(SCc2ccccc2)n[nH]1	0	-4	7	-2.7	1	3	-1	3	0	0
46	CN(C)/C=N/C(=S)Nc1cc(Cl)cc(Cl)c1	17*	-3	3	-0.2	0	2	7	-10	-2	0
47	Cc1ccc(S(=O)(=O)N/N=C\c2ccc3c(c2)OCO3)cc1	-5	0	-11	-5.0	4	-8	-1	8	-4	-1
48	CC(C)[C@H](NC(=O)c1ccccc1F)C(=O)OCCN1C(=O)c2ccccc2C1=O	1	-3	-6	-2.4	3	2	-2	-1	2	-1
49	COC(=O)Nc1ccc(S(=O)(=O)Nc2cnc3ccccc3n2)cc1	3	3	1	-0.5	4	11	-3	-5	-1	1
50	CCOc1ccc(NC(=O)CSc2nnnn2C2CC2)cc1S(=O)(=O)N1CCCC1	3	-3	-3	0.3	3	-3	3	-3	2	0

# No new results follow: entries from further up.
nr	SMILES	SIAE primary	LEDGF integ inh	Tn7 DDE FP	PG9 Ab binder	mABHD4 FP	TDP2 absorb	TCR-CD3 inh	HTRA1 inh	UHRF1 binding	PRMT1 inh
37	O=C(CCn1c(=S)oc2ccccc21)N1CCCCC1	1	-2	8	-0.2	1	0	-1	1	-1	2
38	COCCCNC(=O)c1cc2c(=O)n3cccc(C)c3nc2n(C(C)C)c1=N	3	4	-1	-0.6	-2	12	1	0	22*	1
39	CC1CCCC(NC(=O)C2CCC(CNc3c(N4CCCCC4)c(=O)c3=O)CC2)C1C (centres undefined)	3	-3	3	-1.1	9	-1	-7	3	3	2
40	COc1ccnc(Oc2ccc(Cl)cc2)c1C#N	-2	4	-1	-3.5	2	4	1	5	-2	-3
41	O=C(c1ccc2c(c1)OCO2)N1CCC(Cc2ccccc2)CC1	-8	-3	1	1.1	-3	-7	-4	-2	0	4
42	CCCCn1c(=NC(=O)c2cccnc2)c(C#N)cc2c(=O)n3cccc(C)c3nc21	0	1	2	1.0	0	10	-3	4	-6	9
43	COc1cc(OC)cc(C(=O)NCC(=O)NC(C)CCc2ccccc2)c1 (centres undefined)	3	-2	-5	-1.4	-1	-5	0	-1	-3	-11
44	CCCn1c(C)nc2cc(Cl)c(N3CCN(c4nc(-c5ccc(C)cc5)cs4)CC3)cc21	5	-3	2	-1.9	5	-4	2	-29	-4	-2
45	FC(F)(F)c1nc(SCc2ccccc2)n[nH]1	0	-4	7	-2.7	1	3	-1	3	0	0

# Later entries.
nr	SMILES	SIAE primary	LEDGF integ inh	Tn7 DDE FP	PG9 Ab binder	mABHD4 FP	TDP2 absorb	TCR-CD3 inh	HTRA1 inh	UHRF1 binding	PRMT1 inh
51	COc1ccc(NC(=O)c2ccco2)cc1NC(=O)c1ccccc1[N+](=O)[O-]	-2	-10	-8	-1.7	-13	-15	-9	8	4	7
52	Cc1noc(C)c1CS(=O)(=O)Cc1ccc(Cl)cc1	-5	0	-5	1.2	4	-1	3	·	1	0
53	COC(=O)c1ccccc1Nc1ccccc1	3	-1	2	-1.7	1	0	-5	-5	1	1
54	CCN1CCN(C(=S)NC(=O)c2cccc(Br)c2)CC1	-3	-2	10	0.1	3	-3	-3	-4	-2	1
55	Cc1cccc(N(C(=O)CNC(=O)c2cccs2)C(C(=O)NC2CCCC2)c2cccnc2)c1 (centres undefined)	-1	-3	-1	-0.3	2	2	-5	-2	0	-1

# Screening results as filed in PubChem.
